AmpC no deterg: qHTS Inhibitors of AmpC Beta-Lactamase (assay without detergent); P00811; 330,000 tested, 0.52% active; AmpC nitrocefin hydrolysis, absorbance 480 nm, 0.0001% Triton; Potency, µM (highest dose often 57.1 µM), for inactives: top-dose activity change, negative = inhibition, hits mostly inhibitors;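 note: potency is the fitted concentration of half-maximal effect; plate controls were no compound for no effect and no enzyme for full effect; nearly all actives have a fitted effect of over 20% in size; some results filed as inactive show a strong effect at the top dose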
Target sequence (P00811 whole entry, looked up): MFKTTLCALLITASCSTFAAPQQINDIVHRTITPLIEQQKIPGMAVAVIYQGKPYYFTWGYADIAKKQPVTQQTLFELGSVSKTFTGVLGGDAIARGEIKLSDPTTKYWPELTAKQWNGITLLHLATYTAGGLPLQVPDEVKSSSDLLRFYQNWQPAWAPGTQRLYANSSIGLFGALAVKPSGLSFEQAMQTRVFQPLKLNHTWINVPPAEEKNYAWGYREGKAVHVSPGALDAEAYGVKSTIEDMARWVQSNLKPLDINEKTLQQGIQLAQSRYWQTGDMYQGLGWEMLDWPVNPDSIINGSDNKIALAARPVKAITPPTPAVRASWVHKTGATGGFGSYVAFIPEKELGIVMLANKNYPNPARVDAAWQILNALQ
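AmpC (5.3 nM in the dispensed reagent) in 20 mM phosphate pH 7.0 with 0.01% (detergent screen) or 0.0001% Triton X-100 was preincubated with compounds for 15 min at room temperature. Nitrocefin was then added from an 800 uM solution, and hydrolysis was followed at 480 nm.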
LmPK inh: qHTS Assay for Inhibitors of Leishmania Mexicana Pyruvate Kinase (LmPK); Q27686; purified LmPK, Kinase-Glo ATP luminescence, 1 h; Potency, µM (series often up to 57.5 µM), for the others: at the highest dose activity change, negative = inhibition, most hits filed as inhibitors; 290,000 tested, 0.37% active; AID 1721, 2009; note: potency is the fitted concentration of half-maximal effect
Target sequence (Q27686 whole entry, looked up): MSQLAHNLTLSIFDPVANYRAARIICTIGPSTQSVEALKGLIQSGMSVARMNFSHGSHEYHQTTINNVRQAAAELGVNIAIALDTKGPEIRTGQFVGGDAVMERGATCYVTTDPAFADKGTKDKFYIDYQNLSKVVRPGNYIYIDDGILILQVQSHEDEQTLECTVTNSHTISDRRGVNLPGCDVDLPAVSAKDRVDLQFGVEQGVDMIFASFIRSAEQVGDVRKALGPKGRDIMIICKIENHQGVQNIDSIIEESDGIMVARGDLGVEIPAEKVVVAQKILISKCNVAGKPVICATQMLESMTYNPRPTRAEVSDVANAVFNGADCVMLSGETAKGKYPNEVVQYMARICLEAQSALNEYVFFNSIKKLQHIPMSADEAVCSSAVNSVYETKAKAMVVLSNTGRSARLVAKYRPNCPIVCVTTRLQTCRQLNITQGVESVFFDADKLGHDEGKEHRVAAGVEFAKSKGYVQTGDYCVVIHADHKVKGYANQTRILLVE
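Pyruvate kinase activity monitored as ATP production (luciferase luminescence). Conditions: 0.1 nM enzyme, 0.5 mM PEP, 0.1 mM ADP, 1 h, RT; normalized against uninhibited and no-enzyme wells.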
HCMV antiviral: qHTS Assay for inhibitors of the human cytomegalovirus (HCMV) | HFF cells, HCMV-luciferase reporter, 72 h; active compounds read low | activity change, negative = inhibition, % at 57.5 µM | 410,000 tested, 4.5% active; in the data active = activity change below about -60%; inconclusive = no clear call, values can overlap the other calls; inactive = above about -39%
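HFF cells seeded 16 h at 37C, treated with compounds, infected with luciferase-reporter HCMV at MOI 1 PFU/cell; luciferase read at 72 h post infection, normalized to buffer-only and Salinomycin controls.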
AmpC detergent: qHTS Inhibitors of AmpC Beta-Lactamase (assay with detergent); 370,000 tested, 0.041% active; AID 485294, 2010; Potency, µM (highest dose often 114 µM), without a hit: top-dose activity change, negative = inhibition, actives largely listed as inhibitors; AmpC hydrolysis of nitrocefin, absorbance 480 nm, 0.01% Triton; P00811;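 note: potency is the fitted concentration of half-maximal effect; 0% = no-compound wells and -100% = no-enzyme wells; nearly all actives have a fitted effect of over 25% in size; some results filed as inactive show a strong effect at the top dose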
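AmpC (5.3 nM in the dispensed reagent) in 20 mM phosphate pH 7.0 with 0.01% (detergent screen) or 0.0001% Triton X-100 was preincubated with compounds for 15 min at room temperature. Nitrocefin was then added from an 800 uM solution, and hydrolysis was followed at 480 nm.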
Tb PYK inh: qHTS of Trypanosoma Brucei Inhibitors; Potency, µM (series often up to 76.8 µM), for the others: at the top dose activity, negative = inhibition, usual class: inhibitors; 410,000 tested, 0.12% active; TbPYK enzyme, Kinase-Glo Plus ATP luminescence, 45 min; note: potency is the fitted concentration of half-maximal effect; nearly all actives have a fitted effect of over 50% in size
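Glycolytic pyruvate kinase of T. brucei was incubated with substrate, test compound and 130 uM ADP for 45 minutes at room temperature. Luminescent Kinase-Glo Plus signal was measured after 10 minutes.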
HCV inhibitor: qHTS Assay for Inhibitors of Hepatitis C Virus (HCV) | Huh7.5.1 HCVcc-Cre infection, luciferase reporter, 44 h | 340,000 tested, 3.4% active | AID 651820, 2012 | Potency, µM (top dose mostly 41.8 µM), without a hit: top-dose activity change, negative = inhibition, actives largely listed as inhibitors; note: potency is the fitted concentration of half-maximal effect
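A cell-based infection assay in which seeded cells (1,000 per well) receive test compound after 4 h, are inoculated with HCVcc-Cre at approximately 0.5 moi, and are incubated 44 h before luminescence detection.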
AMA1 RON2 block: qHTS for Inhibitors of AMA1-RON; Towards Development of Antimalarial Drug Lead: Primary Screen. AID 720542, 2013. AlphaScreen AMA1-biotinylated RON2 peptide binding. Potency, µM (top dose mostly 58.2 µM), inactives show at the top dose activity change, negative = inhibition, hits mostly inhibitors. Plasmodium falciparum AMA1 (3D7) - RON2 peptide interaction. 360,000 tested, 0.2% active;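 note: potency is the fitted concentration of half-maximal effect; 0% = vehicle wells and -100% = peptide control; nearly all actives have a fitted effect of over 45% in size; some results filed as inactive show a strong effect at the top dose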
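AMA1 (3D7) with his tag at 25 nM final met compounds first, then biotinylated RON2 peptide at 25 nM; detection used donor plus acceptor beads, 10 µg/mL apiece, read by AlphaScreen after 30 min at room temperature.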
Numbers without * were called inactive; ? = inconclusive; / = no result given; & = joins results of further samples; [ ] = dose if it differs, or a comment. Unless noted, calls come from the whole dose curve; as a rule, active = well fitted curve in the direction sought with a large enough effect; inconclusive = small, poorly fitted or top-dose-only effect, or another doubt; inactive = no such curve, though single readings can be large; an effect the other way counts as inactive or inconclusive. Unless noted, % is set by controls: 0 for no effect and ±100 for the full control effect.

SMILES	AmpC no deterg	LmPK inh	HCMV antiviral	AmpC detergent	Tb PYK inh	HCV inhibitor	AMA1 RON2 block
Fc1ccc(-c2ccnc3nc(N4CCN(c5ccccc5)CC4)nn23)cc1	-7.0%	-1.1%	-1.1	-14.8%	/	16.1%	-4.4%
Cc1nc2ccccc2n1CCc1nc2c3ccccc3nc(SCC(=O)Nc3ccc(C(C)C)cc3)n2n1	/	/	3.9	0.2%	1.2%	/	/
CC1Sc2ccc(S(=O)(=O)N3CCC(C(=O)NCc4ccccc4)CC3)cc2NC1=O (stereo not drawn)	-10.7%	5.9%	-35.5	-6.7%	-0.8%	?	-12.0%
O=C1c2cccc3c([N+](=O)[O-])c(O)cc(c23)C(=O)N1Nc1ccccc1	-40.5%	-2.1%	-35.6	-2.2%	-15.8%	-6.0%	-6.7%
COc1cc(/C=C(\C#N)C(=O)c2c(C)[nH]c3ccccc23)cc(OC)c1OC	-30.4%	0.5%	45.2	-7.7%	0.1%	5.6%	2.4%
O=C(/C=C/c1ccc2c(c1)OCCCO2)c1ccccc1O	-14.3%	?	23.5	-8.8%	-9.7%	7.0%	-28.3%
CN(CC(=O)O)Cc1oc(CO)cc(=O)c1O	/	/	18.9	/	-7.0%	27.1%	48.8%[activator]
Cc1ccc(-c2nnc(SCC(=O)N/N=C/c3c(C)nn(-c4ccccc4)c3C)n2-c2ccccc2)cc1	-28.7%	0.4%	-27.4	-18.2%	-6.5%	11.2µM*	0.6%
O=[n+]1c2c(n([O-])c3ccccc31)CCCC2	-15.2%	1.5%	-0.7	1.7%	?	5.6%	-6.8%
COc1cc(NC(=O)COC(=O)CNC(=O)C2CCCCC2)cc(OC)c1	-12.1%	/	11.9	6.8%	-12.4%	-29.6%	-0.7%
Cc1ccc(S(=O)(=O)N2CCCOC2CNC(=O)C(=O)NCCCn2ccnc2)cc1 (stereo not drawn)	11.7%	2.5%	-26.6	-10.8%	-4.4%	1.0%	-9.2%
CCCNC(=O)NC(=O)CSc1ccc2c(c1)OCCO2	-17.2%	0.2%	21.0	-8.5%	-1.2%	-14.4%	41.9%[activator]
Cn1c(=O)c(=O)n(C)c2cc(N3CCOCC3)c(NS(=O)(=O)c3ccc([N+](=O)[O-])cc3)cc21	-20.0%	0.8%	-20.8	-14.8%	0.7%	4.1%	-3.0%
C=CC[n+]1c(/C=C2\C=Cc3cc(C)ccc3N2CC)ccc2ccccc21	-6.6%	0.8%	-102.4*	5.9%	-20.1%	2.51µM*	?
COc1cc(-c2noc(CCCC(=O)NCc3ccco3)n2)cc(OC)c1OC	4.1%	3.4%	89.7	-13.9%	-7.0%	?	?
CCn1c(CNC(=O)c2ccc(OC)cc2)nnc1SCC(=O)Nc1ccc(C)cc1	/	/	20.4	0.8%	6.9%	/	/
CC1CN(C(=O)c2cc3cc(Br)ccc3[nH]2)CC(C)O1 (stereo not drawn)	-9.2%	-2.3%	-21.4	-17.0%	-5.3%	2.6%	-2.1%
O=C(Oc1coc(CSc2nnc(NC(=O)C3CC3)s2)cc1=O)c1ccccc1	-12.4%	4.1%	23.1	4.3%	-2.1%	15.6%	30.1%[activator]
CCc1cc2c(cc3c(=O)n(CC(=O)NCCCN4CC(C)CC(C)C4)ncn32)s1 (stereo not drawn)	8.1%	-1.3%	-15.9	-2.1%	2.2%	1.2%	1.1%
Cc1cccc(OCC(=O)N(Cc2ccco2)C2CCS(=O)(=O)C2)c1 (stereo not drawn)	0.9%	-4.2%	14.0	-13.5%	-2.4%	15.6%	15.2%
Cc1ccc(NC(=O)c2cnc3ccccc3n2)cc1C	-12.7%	-4.6%	88.4	-0.6%	-2.6%	18.6%	0.8%
COc1cc2cc(Oc3ccc4ccc(=O)oc4c3)c(=O)oc2cc1O	-18.6%	-2.8%	-9.6	-20.1%	-3.8%	13.1%	-8.7%
O=C(Nc1ccc(F)cc1)c1sc2cc(C(F)(F)F)cnc2c1-c1cccs1	-27.8%	0.5%	-32.7	0.8%	-1.5%	-23.7%	0.3%
Cc1ccc2nc(Nc3nc(C)cc(C(F)(F)F)n3)nc(C)c2c1	-24.2%	-0.7%	6.8	-0.2%	2.1%	0.5%	5.3%
CCCn1c(=S)[nH]c2cc(C(=O)NCc3ccccc3OC)ccc2c1=O	/	/	-13.7	/	-2.7%	/	111.7%[activator]
CC(C)[C@H](NC(=O)Nc1cccc(C(F)(F)F)c1)C(=O)O	-9.5%	0.5%	-3.7	-14.4%	-5.8%	11.2%	3.4%
Cc1ccccc1CC(=O)Nc1ccc(C(=O)N2CCCC2)cc1	-0.6%	-11.3%	55.2	6.5%	-9.5%	-2.6%	-0.1%
O=C(CN1C(=O)NC2(CCCCC2)C1=O)N1CCN(S(=O)(=O)c2ccc(Cl)s2)CC1	-5.8%	/	49.3	-13.7%	-3.4%	-5.2%	18.1%
CC(C)(C)c1ccc(-c2nnc(N)o2)cc1	-15.4%	0.4%	167.3	-3.0%	-0.5%	1.2%	3.5%
CCC1CCCCN1CCCNC(=O)CCC(=O)N1CCOc2ccccc21 (stereo not drawn)	43.2%	-3.3%	-1.6	?	-5.1%	1.4%	-1.8%
N#C/C(=N\Nc1cccc([N+](=O)[O-])c1)C(=O)c1ccc(Br)cc1	?	1.0%	-101.0*	-6.8%	5.1%	10µM*	-10.9%
C/C(CC(=O)N(C(C)C)C(C)C)=N\NC(=O)c1ccccc1Br	-14.6%	0.6%	15.1	?	2.3%	15.6%	17.3%
CCC(C)NS(=O)(=O)c1ccc(OCC(=O)N2CCCC2)cc1 (stereo not drawn)	-4.6%	0.3%	9.9	?	-7.9%	3.8%	2.1%
CC(C)C[C@H]1CNC(=O)C(=O)N1CC1CCN(CC2CCC(C(C)(C)C)CC2)CC1 (stereo partly drawn)	/	/	-11.0	/	-10.1%	-14.8%	-2.5%
COc1ccc2c(c1)sc1nc(-c3ccccc3)cn12	3.4%	12.6µM*	-97.9*	-1.5%	?	?	-13.8%
COc1ccccc1CNC(=O)C(NS(=O)(=O)c1ccc2c(c1)OCCO2)C(C)C (stereo not drawn)	-54.1%	-0.4%	12.4	0.6%	-21.1%	-23.1%	2.7%
NC(Cc1ccc(C(F)(F)F)cc1)c1csc(Nc2ccc(S(N)(=O)=O)cc2)n1 (stereo not drawn)	/	/	-34.2	/	-5.6%	/	46.7%[activator]
O=C(c1nc[nH]c1C(=O)N1CCN(c2ccccc2)CC1)N1CCN(c2ccccc2)CC1	73.0%[activator]	/	0.0	-2.7%	0.0%	3.55µM*	?
COc1cccc(OC)c1C(=O)Nc1nc2cc3c(cc2s1)OCO3	-14.4%	5.4%	/	4.3%	5.9%	-2.1%	-6.9%
CC(=O)c1ccc(OCC(O)CN2CCN(Cc3ccc4c(c3)OCO4)CC2)cc1 (stereo not drawn)	-0.7%&-15.5%	-0.2%&1.7%	-24.7&29.0	?	-7.5%&-11.5%	?	6.5%&-9.6%

Compound profiles, from the list above. Screens in order: AmpC no deterg | LmPK inh | HCMV antiviral | AmpC detergent | Tb PYK inh | HCV inhibitor | AMA1 RON2 block
COc1cc(NC(=O)COC(=O)CNC(=O)C2CCCCC2)cc(OC)c1 is listed as -12.1% | / | 11.9 | 6.8% | -12.4% | -29.6% | -0.7%
O=C(CN1C(=O)NC2(CCCCC2)C1=O)N1CCN(S(=O)(=O)c2ccc(Cl)s2)CC1 is listed as -5.8% | / | 49.3 | -13.7% | -3.4% | -5.2% | 18.1%
Cc1ccccc1CC(=O)Nc1ccc(C(=O)N2CCCC2)cc1 is listed as -0.6% | -11.3% | 55.2 | 6.5% | -9.5% | -2.6% | -0.1%

Carrying on:
SMILES	AmpC no deterg	LmPK inh	HCMV antiviral	AmpC detergent	Tb PYK inh	HCV inhibitor	AMA1 RON2 block
COc1ccc(CS(=O)(=O)CC2(O)CCN(C(=O)c3cccc(C(F)(F)F)c3)CC2)cc1	61.9%[activator]	-2.1%	30.5	0.2%	3.8%	-2.7%	-13.3%
O=S(=O)(c1ccc(-c2csc(Nc3ccc(F)cc3)n2)cc1)N1CCCC1	8.91µM*	-0.2%	-10.0	-3.4%	-9.6%	?	-3.6%
O=C1Nc2ccccc2S/C1=C\C(=O)N1CCCC1	-2.1%	6.3%	/	8.0%	/	/	/
O=C(CCNC(=O)c1ccccc1)NN=Cc1ccc(Br)o1	-25.0%	/	-13.4	/	-2.4%	0.0%	8.7%
Cc1ccc(NC(=O)c2ccc(Cl)c(S(=O)(=O)N3CCCCCC3)c2)nc1	-36.5%	/	-68.3*	-13.5%	5.5%	?	-10.8%
CCC(C)NC(=O)C1CCN(S(=O)(=O)c2ccc(-n3cnnn3)cc2)CC1 (stereo not drawn)	-6.6%	1.0%	-5.6	-10.5%	-5.1%	0.4%	5.4%
CC(=O)Nc1cnc(-c2ccc3c(c2)OCO3)cn1	/	/	36.7	/	0.4%	/	-3.1%
COc1ccc(CCC(=O)OCC(=O)c2ccc[nH]2)cc1OC	-12.9%	/	1.6	/	-0.6%	22.1%	16.6%[11.6 µM]
C=CCN1C(=O)/C(=C/c2cc(C)n(-c3ccccn3)c2C)C(=O)NC1=S	-14.9%	1.0%	65.1	?	-1.3%	4.0%	-6.4%
CN(C)c1nccc(N(Cc2ccccc2)Cc2ccccc2)c1C#N	29.9%	4.6%	38.6	-8.1%	1.8%	?	1.7%
CC(C)(C)NC(=O)CSc1n[nH]c(=O)n1-c1ccccc1	-0.7%	2.9%	3.7	-14.6%	0.4%	-1.4%	-1.6%

Molecules listed so far that have a cyano group, in the order listed:
SMILES	AmpC no deterg	LmPK inh	HCMV antiviral	AmpC detergent	Tb PYK inh	HCV inhibitor	AMA1 RON2 block
COc1cc(/C=C(\C#N)C(=O)c2c(C)[nH]c3ccccc23)cc(OC)c1OC	-30.4%	0.5%	45.2	-7.7%	0.1%	5.6%	2.4%
N#C/C(=N\Nc1cccc([N+](=O)[O-])c1)C(=O)c1ccc(Br)cc1	?	1.0%	-101.0*	-6.8%	5.1%	10µM*	-10.9%
CN(C)c1nccc(N(Cc2ccccc2)Cc2ccccc2)c1C#N	29.9%	4.6%	38.6	-8.1%	1.8%	?	1.7%

Screening results from PubChem.
